From PubChem
14-3-3 PPI: modulators of 14-3-3 gamma protein binding, primary screen, biochemical, fluorescence polarization; inhibition, % at 40 µM; FP, 14-3-3gamma / TMR-pS259-Raf peptide binding; 0.19% of 160,000 active; in the data active = inhibition above about 30%;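 note: 0% = protein plus tracer without compound and 100% = blank with tracer alone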
Target sequence (P61981 whole entry, looked up): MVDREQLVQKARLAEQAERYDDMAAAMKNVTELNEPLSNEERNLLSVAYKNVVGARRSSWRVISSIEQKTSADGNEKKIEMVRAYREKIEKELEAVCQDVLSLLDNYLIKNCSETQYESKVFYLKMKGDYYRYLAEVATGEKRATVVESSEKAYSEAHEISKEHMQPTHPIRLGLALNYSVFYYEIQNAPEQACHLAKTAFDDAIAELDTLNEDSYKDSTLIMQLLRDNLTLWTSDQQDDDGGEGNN
* marks the source's active call; other numbers are inactive results; & = joins results of further samples. Not all compounds are listed; count on the stated rates, not on these rows.

The opening six entries as a preview:
item | 14-3-3 PPI | Compound
1 | -6 | COc1cc(NC(=O)c2cc3n(n2)C(C(F)(F)F)CC(c2ccc(Br)cc2)N3)cc([N+](=O)[O-])c1 (stereo not drawn)
2 | 1 | COc1ccc2nc(COC(=O)c3ccco3)c(C(C)=O)[n+]([O-])c2c1
3 | 1 | Nc1nc(CN2CCc3ccccc3C2)nc(Nc2ccccc2)n1
4 | 1 | CCSc1nnc2c(n1)OC(c1ccc(OC)c(OC)c1)N(C(C)=O)c1ccccc1-2 (stereo not drawn)
5 | 6 | CCOC(=O)c1sc(/N=C/Nc2nc(C)c(C(=O)OCC)s2)nc1C
6 | -12 | COc1ccc(-n2c(=O)c3c4c(sc3n(Cc3ccccc3F)c2=O)CCC4)c(OC)c1

Results, from the first entry:
item | 14-3-3 PPI | Compound
1 | -6 | COc1cc(NC(=O)c2cc3n(n2)C(C(F)(F)F)CC(c2ccc(Br)cc2)N3)cc([N+](=O)[O-])c1 (stereo not drawn)
2 | 1 | COc1ccc2nc(COC(=O)c3ccco3)c(C(C)=O)[n+]([O-])c2c1
3 | 1 | Nc1nc(CN2CCc3ccccc3C2)nc(Nc2ccccc2)n1
4 | 1 | CCSc1nnc2c(n1)OC(c1ccc(OC)c(OC)c1)N(C(C)=O)c1ccccc1-2 (stereo not drawn)
5 | 6 | CCOC(=O)c1sc(/N=C/Nc2nc(C)c(C(=O)OCC)s2)nc1C
6 | -12 | COc1ccc(-n2c(=O)c3c4c(sc3n(Cc3ccccc3F)c2=O)CCC4)c(OC)c1
7 | -29 | Cc1ccc2nsnc2c1NC(=O)c1ccc(-c2ccc([N+](=O)[O-])cc2)o1
8 | 0 | Cc1nnc(SCC(=O)N2CCc3ccccc32)s1
9 | 5 | CC(C)(C)C(=O)CSc1nc2ncc(Br)cc2[nH]1
10 | 1 | COc1ccccc1CNc1nc2nc(C)c(Cl)c(=O)n2[nH]1
11 | -4 | CCN(CC)CCn1c(=O)[nH]c2ccccc2c1=O
12 | -3&1 | COc1ccccc1N1CCN(S(=O)(=O)CC23CCC(CC2=O)C3(C)C)CC1 (stereo not drawn)
13 | -6 | O=S(=O)(c1ccccc1)N1CCSC1c1ccc(Cl)cc1 (stereo not drawn)
14 | 2&-5 | Cn1cnnc1SCC(=O)OCN1C(=O)c2ccccc2C1=O
15 | -13 | O=C(CSC1=NC(=O)C(Cc2ccccc2)C(=O)N1)Nc1ncccn1 (stereo not drawn)

Shown as a markdown table: part of the list above
| entry | molecule | 14-3-3 PPI |
| --- | --- | --- |
| 1 | COc1cc(NC(=O)c2cc3n(n2)C(C(F)(F)F)CC(c2ccc(Br)cc2)N3)cc([N+](=O)[O-])c1 (stereo not drawn) | -6 |
| 2 | COc1ccc2nc(COC(=O)c3ccco3)c(C(C)=O)[n+]([O-])c2c1 | 1 |
| 3 | Nc1nc(CN2CCc3ccccc3C2)nc(Nc2ccccc2)n1 | 1 |

The list goes on.
item | 14-3-3 PPI | Compound
16 | -7 | COc1ccc(CNC(=O)c2cc(-c3ccncc3)nc3ccc(S(=O)(=O)N4CCC(C)CC4)cc23)cc1
17 | 1 | Cc1nc(SCc2ccc([N+](=O)[O-])cc2)c(C#N)c(C)c1Cl
18 | 4 | O=C(c1cccc(F)c1)N1CCN(c2cc(N3CCOCC3)c(F)cc2[N+](=O)[O-])CC1
19 | -9 | Cc1n[nH]c(C)c1Cc1ccc(C(=O)O)cc1
20 | -15 | COc1ccc(C)cc1-n1nnnc1SCc1cn2ccsc2n1
21 | -12 | N#CC(C(=O)NC1CCCCC1)c1nc2ccccc2nc1N1CCN(c2ccc(F)cc2)CC1 (stereo not drawn)
22 | -7 | CCOc1ccccc1NC(=O)c1c(NC(=O)c2ccccc2)sc2c1CCC2
23 | -5 | CC(C)N1CCN(C(=O)c2ccccc2F)CC1
24 | -3 | CCC(Sc1nccn1C)C(=O)Nc1ccc(S(N)(=O)=O)cc1 (stereo not drawn)
25 | 7 | Fc1ccc(C2=CC(c3cccc(Br)c3)n3ncnc3N2)cc1 (stereo not drawn)
26 | -4 | CCOC(=O)C1=C(c2ccccc2)N2CCS(=O)(=O)N=C2S1
27 | -1&-1 | CCc1ccccc1NC(=O)COC(=O)C1CC(=O)N(c2ccc(F)cc2)C1 (stereo not drawn)
28 | -58 | CCOc1ccc(C(=O)Nc2ccc(-c3nc4cc(CC)ccc4o3)cc2)cc1
29 | -8 | N/C(=N\c1nc2ccccc2s1)NC(=O)CN1C(=O)C2CCCCC2C1=O (stereo not drawn)
30 | 0 | COCCNC(=O)COc1ccccc1Cl
31 | -2 | Cc1cccc(NC(=O)c2ccc(F)c(S(=O)(=O)N3CCc4ccccc4C3)c2)c1
32 | -4 | CN1CCN(C(=O)c2cc3c(=O)[nH]c4ccccc4c3n2C)CC1
33 | -5 | C=CCSc1nnc2c(n1)OC(c1ccc(OC)c(C)c1)Nc1ccccc1-2 (stereo not drawn)
34 | -19 | COc1ccc(-c2ccc(CCC(=O)O)n2C(C)C)cc1
35 | -11 | COc1ccccc1N1CCN(C(=O)CCC2=NS(=O)(=O)c3ccccc3N2)CC1
36 | -9 | CCOc1cc(C2NC(=O)NC(O)(C(F)(F)F)C2C(=O)c2ccccc2)ccc1O (stereo not drawn)
37 | -20 | CCOC(=O)c1[nH]c2ccc(F)cc2c1NC(=O)CN1CCc2cc(OC)c(OC)cc2C1
38 | 0 | Cc1cc(C)c(NC(=O)CS(=O)CC(=O)N2CCN(c3ccccc3)CC2)c(C)c1 (stereo not drawn)
39 | -5 | CCN(CC)c1nc(C)nc2sc(C(=O)NCc3ccco3)c(C)c12
40 | -14 | CCOC(=O)c1cc2c(=O)n3ccccc3nc2n(Cc2ccccc2Cl)c1=N
41 | 1 | O=C(Nc1c(-c2ccccc2)c2cc(Br)ccc2[nH]c1=O)c1ccc(Br)cc1
42 | 3&-7 | COC(=O)c1ccc(CSc2ccccc2C)o1
43 | -1 | Cc1c(C(=O)Nc2ccccc2F)cccc1[N+](=O)[O-]
44 | -3 | Cc1ccc(S(=O)(=O)N2CCCC(C(=O)NC3CCCc4ccccc43)C2)cc1 (stereo not drawn)
45 | -19 | Clc1ccc(CSc2nnc(COc3ccccc3)o2)cc1
46 | -11 | Cc1ncoc1C(=O)Nc1cccc(Cl)c1
47 | -5 | CCN1C(=O)c2cccc3c(S(=O)(=O)Nc4ccccc4)ccc1c23
48 | -7 | CC1(C)CC(=O)C2=C(C1)Nc1cccnc1NC2c1ccccc1[N+](=O)[O-] (stereo not drawn)
49 | 2&0 | O=C(Nc1ccccn1)c1c(O)c2cccc3c2n(c1=O)CCC3
50 | -6 | O=C(O)C1CCNCC1
51 | -2 | COc1ccc(OC)c(NC(=O)c2cc3c(n(-c4ccccc4)c2=O)CCCC3=O)c1
52 | -3 | COc1ccc([N+](=O)[O-])cc1N=Cc1ccc(C#Cc2ccccc2)cc1
53 | -9 | COc1cccc2cc(C(N)=O)c(=Nc3ccccc3C#N)oc12
54 | 1 | Cc1c(C(=O)NC2CCCCC2)sc2nc(SCC#N)n(Cc3ccccc3)c(=O)c12
55 | -6 | O=C(CN1CCN(c2ccccc2)CC1)Nc1ccccc1C(F)(F)F
56 | 9 | Cc1cc(C)nc(N(C#N)CN2C(=O)c3ccccc3S2(=O)=O)n1
57 | -3 | CCOc1ccccc1C(=O)N1CCN=C1SCc1cc(C)ccc1C
58 | -9 | CN1C(=O)CC(C(=O)Nc2ccc(Cl)cc2)SC1=Nc1ccc(Cl)c(C(F)(F)F)c1 (stereo not drawn)
59 | 0 | O=C(Cn1nc(Cc2cccnc2)c2ccccc2c1=O)NCc1ccc2c(c1)OCO2
60 | 1 | COc1ccc(C2(CNC(C)=O)CCCC2)cc1OC
61 | -4 | Cc1ccc(NC(=O)c2c(C)nc3sc(C(=O)NC4CCCC4)c(N)c3c2-c2ccc(C)o2)c(C)c1
62 | -2 | COc1ccc(O)c(C(=O)c2cc(C#N)c(=O)n(CCN3CCOCC3)c2)c1
63 | 2 | CC1(C)CC(=O)C=C(Nc2ccc(Br)cn2)C1
64 | -6 | c1ccc(N2CCC(=NC3=NCCCCC3)N2)cc1
65 | 2 | CCc1ccc(-c2cc(C(=O)O)c3ccccc3n2)cc1
66 | -5 | Cc1cc(N2CCOCC2)n2nc(-c3cccc(F)c3)cc2n1
67 | -4 | Cc1ccc(S(=O)(=O)Nc2ccc(-c3cn4ccccc4n3)cc2)cc1[N+](=O)[O-]
68 | -5 | CC(=O)N1CCCc2cc(S(=O)(=O)NC3CCCCCC3)ccc21
69 | 4 | COc1ccc(-c2nc(N3CCOCC3)nc3nn4c(C)c(CCC(=O)O)c(C)nc4c23)cc1
70 | 1 | COc1ccc(Br)c(C(=O)Nc2cc3cccc([N+](=O)[O-])c3oc2=O)c1
71 | -8 | O=C(CCC1COc2ccccc2O1)Nc1ncccc1O (stereo not drawn)
72 | -3 | O=C(CCCN1C(=O)C2C3C=CC(C3)C2C1=O)N1CCN(c2ncccn2)CC1 (stereo not drawn)
73 | -3&-3 | CCC(C)COC(=O)c1ccc(C(=O)O)cc1 (stereo not drawn)
74 | -11 | CCOC(=O)C1=C(CSc2nc(C)cc(C)c2C#N)OC(N)=C(C#N)C1c1cccs1 (stereo not drawn)
75 | 20 | O=C1c2cccc3c(O)ccc(c23)C(=O)N1CCc1c[nH]c2ccccc12

Next section:
item | 14-3-3 PPI | Compound
76 | -19 | O=C1c2ccc(Br)cc2C(=O)N1c1ccccc1O
77 | -2 | Cc1ccc(NC(=O)CSc2nccn2-c2ccc([N+](=O)[O-])cc2)c(C)c1
78 | 2 | CCc1ccc2nc(N)sc2c1
79 | -23 | O=C1Nc2ccc(S(=O)(=O)Nc3ccc(Cl)cc3)c3cccc1c23
80 | -4 | O=C(Nc1ccc(S(=O)(=O)N2CCCCCC2)cc1)c1ccc(COc2ccc(F)cc2)o1
81 | 4 | NC(=O)c1ccccc1OCCOCCOCCOc1ccccc1C(N)=O
82 | 7 | CC(C)c1nc2sc3c(c2c(=O)o1)CCCC3
83 | -5 | CC(C)(C)c1ccc(OCCN2CCCC2)cc1
84 | -7 | O=C(CC1(O)C(=O)Nc2ccccc21)c1ccco1 (stereo not drawn)
85 | -3 | O=C(CN1C(=O)c2ccc(Br)cc2C1=O)OCC(=O)c1ccc(Cl)cc1
86 | -51 | O=C(Nc1ccc2c(c1)CCC2)c1cc(-c2ccncc2)nc2ccccc12
87 | 4 | CC1=C(C(=O)Nc2cccnc2)C(c2cccnc2)n2nc(-c3cccs3)nc2N1 (stereo not drawn)
88 | -4 | Cc1ccc(C2CC(c3ccccc3C)n3nc(N)nc3N2)cc1 (stereo not drawn)
89 | -29 | COc1ccc(NC(=O)c2c(NC(=O)c3ccncc3)sc3c2CCCCC3)cc1
90 | 0 | Oc1c(C(c2cccs2)N2CCN(c3ccccc3)CC2)sc2ncnn12 (stereo not drawn)

Arranged by heavy-atom count (low to high): 7 of the compounds above.
item | 14-3-3 PPI | Compound
78 | 2 | CCc1ccc2nc(N)sc2c1
83 | -5 | CC(C)(C)c1ccc(OCCN2CCCC2)cc1
84 | -7 | O=C(CC1(O)C(=O)Nc2ccccc21)c1ccco1 (stereo not drawn)
88 | -4 | Cc1ccc(C2CC(c3ccccc3C)n3nc(N)nc3N2)cc1 (stereo not drawn)
77 | -2 | Cc1ccc(NC(=O)CSc2nccn2-c2ccc([N+](=O)[O-])cc2)c(C)c1
86 | -51 | O=C(Nc1ccc2c(c1)CCC2)c1cc(-c2ccncc2)nc2ccccc12
89 | -29 | COc1ccc(NC(=O)c2c(NC(=O)c3ccncc3)sc3c2CCCCC3)cc1

As entered above:
Cc1c(C(=O)Nc2ccccc2F)cccc1[N+](=O)[O-] | 14-3-3 PPI = -1
CCc1ccc(-c2cc(C(=O)O)c3ccccc3n2)cc1 | 14-3-3 PPI = 2

Further compounds
item | 14-3-3 PPI | Compound
91 | 5 | COc1ccc2c(c1)c(=O)c(Br)c(C)n2Cc1ccccc1
92 | -34 | Cc1ccc(-c2cn(-c3ccc(Br)cc3)c(=O)[nH]2)cc1
93 | -2 | NC(=O)C1CCN(c2ncnc3c2c(-c2ccccc2)cn3-c2ccc(Cl)cc2)CC1
94 | -8 | CCCCSc1nc2c(c(=O)n1-c1ccc([N+](=O)[O-])cc1)SCC2
95 | -4 | CN(C)CCCNc1oc(-c2cccc(Cl)c2)nc1C#N
96 | -4 | CCOc1cc(C2C(C(=O)N3CCCCC3)=C(C)NC3=C2C(=O)CCC3)ccc1OC(C)=O (stereo not drawn)
97 | -16 | O=C(CNS(=O)(=O)c1cccs1)NCc1ccc(Cl)cc1
98 | -5 | CCCN(CCC)CCCNC(=O)c1cc2cc3ccc(OC)cc3nc2o1
99 | -1 | Cc1ccc(N)c(C(=O)O)c1Br
100 | -1 | COc1cc(OC)cc(C(=O)Nc2nc(-c3ccccc3)c(C(=O)c3ccccc3)s2)c1
101 | -17 | COc1ccc(-c2ccc(CCC(=O)O)n2-c2ccc(NC(C)=O)cc2)cc1
102 | -3 | CCCS(=O)(=O)N1CCC(C(=O)NCCN(CC)c2ccccc2)CC1
103 | 0 | O=C(CCS(=O)(=O)c1ccc(Br)s1)Nc1cccc(F)c1
104 | -4&5 | COc1ccc(C(=O)Nc2cccnc2)cc1S(=O)(=O)N1CCOCC1
105 | -14 | COC(=O)C1=C(C)NC(=O)CC1c1cc2c(cc1Br)OCO2 (stereo not drawn)
106 | -7 | Cc1ccc(-n2c(SCC(=O)Nc3ccc(C)c(Cl)c3)nc3c(c2=O)SCC3)cc1
107 | 3 | CS(=O)(=O)N(CC(=O)O)c1ccc2c(c1)OCO2
